Screening data: PubChem BioAssay, Sanford-Burnham Center for Chemical Genomics
SENP7 inh – SENP7 protease inhibitors, primary screen, biochemical, luminescence, uHTS; Sentrin-specific protease 7 (Homo sapiens), Q9BQF6; recombinant SENP7, Z-RLRGG-aminoluciferin luminescence, 40 min; inhibition, % at 5 µM; 1.5% of 330,000 active;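 active = inhibition above about 50% at the single test dose, limit read from the data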;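 also: plate controls were DMSO with enzyme for no effect and no enzyme buffer wells for full effect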
Target sequence (Q9BQF6 706-1050 limits assumed): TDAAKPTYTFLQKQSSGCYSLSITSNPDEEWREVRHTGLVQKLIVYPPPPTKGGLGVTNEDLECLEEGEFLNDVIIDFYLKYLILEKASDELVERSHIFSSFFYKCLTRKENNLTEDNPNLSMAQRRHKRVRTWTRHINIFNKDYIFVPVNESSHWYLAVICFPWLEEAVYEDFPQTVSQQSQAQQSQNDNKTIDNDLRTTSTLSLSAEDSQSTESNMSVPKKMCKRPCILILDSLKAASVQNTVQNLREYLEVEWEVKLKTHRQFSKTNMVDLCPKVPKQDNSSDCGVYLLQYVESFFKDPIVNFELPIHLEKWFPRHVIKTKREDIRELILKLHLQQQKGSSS
HKDC1 inhibitor – HKDC1 hexokinase inhibitors, primary screen, biochemical, fluorescence, uHTS; Q2TB90; recombinant HKDC1, G6PDH/diaphorase resazurin coupled fluorescence; inhibition, % at 20 µM; 0.16% of 340,000 active;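 active = inhibition above about 35% when tested at 20 µM, limit read from the data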;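 also: plate controls were DMSO wells with enzyme for no effect and DMSO wells lacking enzyme for full effect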
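test system = in-house recombinant HK5 (HKDC1) enzyme | amount = HKDC1 at 5 µg/mL | control set = DMSO-enzyme wells negative, buffer-substituted wells positive | compound = one dose of 20 µM, 1% DMSO | schedule = reaction time 90 min, room temperature, protected from light | technique = resorufin fluorescence at 613 nm | reagent = glucose with 1 mM ATP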
PfGluPho inh – PfG6PD enzyme inhibitors, primary screen, biochemical, fluorescence intensity, uHTS; PfGluPho enzyme, NADPH resazurin-diaphorase fluorescence; inhibition, % at 20 µM; 0.78% of 350,000 active; glucose-6-phosphate dehydrogenase-6-phosphogluconolactonase (Plasmodium falciparum 3D7);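 active = inhibition reaching at least a set limit at 20 µM in the primary screen, cut at about 59% in these data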;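 also: 0% = DMSO wells with substrate and 100% = DMSO wells lacking glucose-6-phosphate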
MIN6 prolif – inducers of MIN6 beta-cell proliferation, primary screen, ATP luminescence, uHTS | MIN6 cells proliferation, ATPlite luminescence, 48 h; cells starved in 0.2% serum; 100% = growth in 10% serum | proliferation, % at 10 µM | AID 2380, 2010 | 0.29% of 330,000 active;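 active = compounds whose signal lies at least 3.5 SD above the mean of all wells on their plate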;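 also: 0% = DMSO-treated cells in low-serum medium and 100% = 10% serum control; some compounds called inactive have numbers as strong as hits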
UBC13 inh – UBC13 polyubiquitin chain formation inhibitors, primary screen, biochemical, TR-FRET, uHTS; Ubiquitin-conjugating enzyme E2 N (Homo sapiens), P61088; inhibition, % at 20 µM; 0.47% of 330,000 active; in the data active = inhibition above about 45%, passing the limit was not always enough
Target sequence (P61088 whole entry, looked up): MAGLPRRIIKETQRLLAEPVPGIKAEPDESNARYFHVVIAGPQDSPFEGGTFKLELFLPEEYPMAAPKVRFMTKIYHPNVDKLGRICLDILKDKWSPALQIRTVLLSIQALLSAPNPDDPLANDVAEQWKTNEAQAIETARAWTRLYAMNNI
SENP6 inh – SENP6 protease inhibitors, primary screen, biochemical, luminescence, uHTS; Sentrin-specific protease 6 (Homo sapiens), Q9GZR1; Recombinant SENP6 catalytic domain, aminoluciferin luminescence; inhibition, % at 10 µM; 1.8% of 330,000 active; AID 2599, 2010;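 active = inhibition above about 50% at the single tested dose, limit read from the data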;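 also: plate controls were DMSO wells with enzyme for no effect and DMSO wells lacking enzyme for full effect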
SENP8 block-1 – human SENP8 protease inhibitors, primary screen, biochemical, fluorescence, Nedd8 protein substrate, uHTS. Sentrin-specific protease 8 (Homo sapiens), Q96LD8. recombinant SENP8. inhibition, % at 20 µM. 0.64% of 360,000 active. AID 602440, 2012; in the data active = inhibition mostly above about 40%, no sharp cut-off; inactive = mostly below about 27%
Target sequence (Q96LD8 whole entry, looked up): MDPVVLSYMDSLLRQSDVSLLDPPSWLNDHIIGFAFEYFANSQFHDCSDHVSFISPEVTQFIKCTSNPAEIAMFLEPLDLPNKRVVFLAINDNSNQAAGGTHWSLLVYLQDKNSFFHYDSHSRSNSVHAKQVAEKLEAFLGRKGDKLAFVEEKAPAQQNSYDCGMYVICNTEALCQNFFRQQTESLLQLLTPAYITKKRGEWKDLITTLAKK
SENP1 FRET inh – human SENP1 catalytic domain inhibitors, primary screen, biochemical, FRET, uHTS; Sentrin-specific protease 1 (Homo sapiens), Q9P0U3; recombinant SENP1 catalytic domain, CyPet-SUMO1-YPet FRET cleavage; inhibition, % at 10 µM; 0.21% of 360,000 active; AID 624204, 2012;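 active = inhibition at least 30% at 10 µM, raw YFP signal under a set limit, fluorescence ratio 0.5 to 1.5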;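 also: 0% = enzyme with DMSO and 100% = no enzyme wells; some results filed as inactive read as strong as hits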
Target sequence (Q9P0U3 419-644 limits assumed): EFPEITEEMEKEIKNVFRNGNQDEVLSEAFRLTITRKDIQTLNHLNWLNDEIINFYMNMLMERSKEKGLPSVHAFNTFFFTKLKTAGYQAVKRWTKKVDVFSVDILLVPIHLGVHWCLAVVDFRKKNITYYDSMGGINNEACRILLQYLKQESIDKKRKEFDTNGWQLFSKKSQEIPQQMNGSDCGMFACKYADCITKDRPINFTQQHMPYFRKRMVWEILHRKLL
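System: Recombinant human SENP1 catalytic domain, His6-tagged | Incubation: Enzyme reaction for 50 min at room temperature, dark | Medium: Tris pH 8 with BME, BSA, NP40 and catalase | Also added: 25 nM SUMO1 FRET substrate | Compound: 10 µM single point, 0.5% DMSO | Measured by: FRET fluorescence in CFP and YFP emission channels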
SENP8 block-2 – SENP8 protease inhibitors, primary screen, biochemical, luminescence; 1.2% of 330,000 active; purified SENP8, Z-RLRGG-aminoluciferin cleavage; AID 2540, 2010; inhibition, % at 10 µM; in the data active = inhibition above about 50%
Numbers without * were called inactive; nt = not tested or not shown.

SMILES | SENP7 inh | HKDC1 inhibitor | PfGluPho inh | MIN6 prolif | UBC13 inh | SENP6 inh | SENP8 block-1 | SENP1 FRET inh | SENP8 block-2
Cc1ccc(CS(=O)(=O)c2cn(CC(=O)N3CCOCC3)c3ccccc23)cc1 | -13 | -4 | 12 | 3 | 2 | -11 | 2 | -1 | -16
Nc1nc(NCCOCCO)nc(NC2CCCCC2)c1[N+](=O)[O-] | 0 | 0 | -7 | 5 | -4 | 0 | 47* | -2 | -1
COc1ccc(S(=O)(=O)NC2CC(=O)N(c3ccccc3)C2)cc1C (stereo not drawn) | 1 | -3 | 1 | -5 | 0 | -13 | 12 | 2 | 5
O=C(CSc1nnc2n(C3CCCC3)c(=O)c3ccccc3n12)N1CCCCCC1 | 2 | -7 | 11 | -2 | -1 | 9 | -6 | 0 | 11
O=C(/C=C/c1ccccc1)NC(N1CCOCC1)C(Cl)(Cl)Cl (stereo not drawn) | -2 | 14 | -8 | 4 | -20 | -3 | -33 | -7 | -10
C(=N\Nc1nn2cnnc2c2ccccc12)/c1ccco1 | -10 | -13 | 12 | -2 | -31 | -2 | -26 | -33 | -11
Cc1oc(C(C)(C)C)cc1C(=O)Nc1ccc2c(c1)OCO2 | 0 | 1 | 2 | -1 | 0 | -35 | 10 | -1 | -8
O=C1OC(c2ccc(Cl)cc2)/C(=C(/O)c2ccccc2)C1=O (stereo not drawn) | -5 | 9 | -14 | -1 | -6 | 1 | 18 | 2 | 9
CCN(CC)S(=O)(=O)c1ccc(N2CCOCC2)c(NC(=O)c2cc(=O)[nH]c3ccccc23)c1 | -9 | -8 | -2 | -2 | -12 | -28 | 8 | 1 | -6
O=C1CC(N2CCSCC2)C(=O)N1c1cccc(Cl)c1 (stereo not drawn) | -5 | -9 | -10 | -1 | -6 | -22 | -3 | 1 | -18
CC12CS(=O)(=O)CC1SC(=S)N2Cc1ccccc1 (stereo not drawn) | 5 | -7 | -6 | 1 | 1 | -24 | 10 | 2 | 0
Cc1cc(Nc2ccccc2Cl)n2nnnc2n1 | -1 | -9 | -3 | 0 | 2 | -2 | 7 | -3 | -6
COc1ccc(S(=O)(=O)N(C)C[C@H]2Oc3ccc(NC(=O)Nc4ccc(C(F)(F)F)cc4)cc3C(=O)N([C@H](C)CO)C[C@@H]2C)cc1 | 11 | 0 | 25 | -6 | -17 | -7 | -3 | -1 | -9
CC(=O)N1c2c(cc(Br)cc2S(=O)(=O)Nc2c(C)n(C)n(-c3ccccc3)c2=O)CC1C (stereo not drawn) | 5 | -6 | 0 | -1 | -4 | -16 | -5 | 1 | 10
CSc1nc(NCc2ccco2)c2c3c(sc2n1)CN(C)CC3 | -5 | nt | nt | -1 | 12 | 4 | nt | nt | -6
CCOc1ccc(S(=O)(=O)Nc2nc3ccc(OC)cc3s2)cc1 | -6 | -1 | -36 | 0 | -6 | -15 | 12 | 1 | 0
Cc1cc(OCC(=O)N(C)C2CCCCC2)ccc1Cl | -8 | 6 | -1 | 3 | 4 | -1 | 11 | 2 | -11
CCOc1ccc(OCCNC(=O)c2cc(C3CC3)nc3c2cnn3C(C)C)cc1 | -9 | 3 | 24 | -6 | -5 | -7 | -18 | 1 | 0
COc1cc(OC)cc(C(=O)N[C@H](C(=O)OCn2nnc3ccccc3c2=O)C(C)C)c1 | 2 | -6 | 13 | -3 | -8 | -17 | -2 | 2 | -6
COc1cc(OC)nc(NC(=O)CSc2nc3ccccc3o2)n1 | -7 | -5 | -5 | -1 | -1 | -14 | 9 | 1 | 1
O=C(CCn1nnc2ccccc2c1=O)NCC1CCC(C(=O)O)CC1 (stereo not drawn) | 3 | -2 | -3 | -1 | -6 | -9 | 1 | 2 | -5
CCCNC(=S)N1CCC(C(=O)c2ccc3c(c2)OCCO3)CC1 | 9 | 3 | 8 | -1 | 3 | -7 | 0 | -1 | 2
CCN(CC)c1ccc(S(=O)(=O)N2CCOCC2)cc1NC(=O)c1cc(=O)c2ccccc2o1 | -2 | 9 | 9 | -3 | 6 | -1 | 18 | 2 | 0
COc1cc(/C=C2\SC(=Nc3ccccc3)N(Cc3ccco3)C2=O)ccc1OC(C)C(=O)O (stereo not drawn) | -1 | 6 | -28 | 0 | -26 | -3 | 10 | 2 | -3
CCN(CC(=O)Nc1sc2c(c1C#N)CCC(C)C2)CC(=O)NC1CCS(=O)(=O)C1 (stereo not drawn) | 0 | -2 | 2 | -3 | 18 | 3 | 6 | -4 | -4

3 entries from above, sorted by molecular weight, falling:
SMILES | SENP7 inh | HKDC1 inhibitor | PfGluPho inh | MIN6 prolif | UBC13 inh | SENP6 inh | SENP8 block-1 | SENP1 FRET inh | SENP8 block-2
COc1ccc(S(=O)(=O)N(C)C[C@H]2Oc3ccc(NC(=O)Nc4ccc(C(F)(F)F)cc4)cc3C(=O)N([C@H](C)CO)C[C@@H]2C)cc1 | 11 | 0 | 25 | -6 | -17 | -7 | -3 | -1 | -9
CCN(CC(=O)Nc1sc2c(c1C#N)CCC(C)C2)CC(=O)NC1CCS(=O)(=O)C1 (stereo not drawn) | 0 | -2 | 2 | -3 | 18 | 3 | 6 | -4 | -4
O=C(CCn1nnc2ccccc2c1=O)NCC1CCC(C(=O)O)CC1 (stereo not drawn) | 3 | -2 | -3 | -1 | -6 | -9 | 1 | 2 | -5

The results go on.
SMILES | SENP7 inh | HKDC1 inhibitor | PfGluPho inh | MIN6 prolif | UBC13 inh | SENP6 inh | SENP8 block-1 | SENP1 FRET inh | SENP8 block-2
COC(=O)c1n[nH]c2ccccc12 | 0 | -6 | 7 | -2 | 6 | 4 | -13 | -46 | -12
Nc1nc(N)nc(COc2ccccc2)n1 | -8 | -11 | 12 | -1 | 2 | -8 | 2 | 1 | -12
CC(=O)/C(C#N)=C1\NC(=O)C(Cc2ccccc2)S1 (stereo not drawn) | 2 | -7 | -35 | 0 | -5 | 10 | 12 | -4 | 5
Cc1ccccc1CN1CCc2cc([N+](=O)[O-])ccc21 | 0 | -1 | 22 | -3 | -32 | -9 | 26 | -21 | 2
CC(=O)Nc1ccc(S(=O)(=O)N[C@@H](C)C(=O)OCc2cc([N+](=O)[O-])cc3c2OCOC3)cc1 | 3 | -5 | -16 | 0 | 2 | 12 | 45* | 3 | 4
COC(=O)COc1ccc(C(=O)Cn2c(NCCCO)nc3ccccc32)cc1 | -7 | -8 | -4 | 0 | 2 | -17 | 1 | 1 | -3
CS(=O)(=O)c1ccc(-c2nnn(CC(=O)N3CCCCC3)n2)cc1 | -5 | -2 | -6 | 0 | 0 | -18 | 14 | 1 | -2
O=C(/C=C/c1ccc(Cl)cc1)Nn1c(-c2cccs2)nc2ccccc2c1=O | -11 | -12 | 18 | -3 | -14 | 0 | -41 | -1 | -6
Cc1ccccc1C(=O)N1CCC(C(N)=O)CC1 | -9 | -15 | 2 | -1 | -2 | 0 | 16 | -2 | 1
O=c1[nH]c(-c2ccccn2)cc2ccccc12 | 0 | -4 | 7 | 0 | -10 | 5 | -417 | -2 | -3
CCC(=O)N(C)CCc1cc2c(c(OC)c1/C=N/Nc1ccc(C(=O)O)cc1)OCO2 | 4 | -5 | 21 | -3 | -11 | -13 | -170 | 0 | -5
CCN(Cc1cccs1)C(=O)c1cccc(S(=O)(=O)N2CCN(C)CC2)c1 | 5 | 1 | -18 | -1 | 4 | 0 | 12 | -1 | 2
CCC(C)NC(=O)Cn1cnc([N+](=O)[O-])c1 (stereo not drawn) | 5 | -9 | -13 | 0 | 3 | -21 | 0 | 1 | -2
CCN1C[C@@H]2[C@@H]3C(=O)N(C)C(=O)[C@@H]3[C@](C)(C1=O)N2C(=O)c1ccc(Cl)c(Cl)c1 | nt | -1 | -2 | nt | nt | nt | 13 | 0 | nt
O=C(NCc1ccccc1)c1cc2ccc(O)cc2oc1=O | 96* | 4 | -28 | -3 | 13 | 95* | -489 | -28 | 97*
CCOc1ccc(NC(=O)C2=C(C)NC(=S)NC2c2ccc(O)c(OC)c2)cc1 (stereo not drawn) | -2 | -4 | 3 | 1 | -1 | -3 | 7 | -1 | 2
COc1cc(C)c(CN2CCC(n3nccc3NC(=O)C3CC3)CC2)cc1C | -2 | -4 | 10 | 4 | 8 | -6 | 0 | 0 | 1
CCN(CC)CCNC(=O)c1ccc(NC(=O)c2ccc(C(=O)c3ccccc3)cc2)cc1 | 5 | -2 | 4 | -3 | 10 | -13 | 2 | 0 | -8
CC(=O)NS(=O)(=O)c1ccc(NC(=O)[C@@H]2CCCN2S(=O)(=O)c2ccc(Cl)cc2)cc1 | -18 | 1 | -18 | -1 | -8 | -24 | 10 | -3 | -5
CC(C)CCNc1nc(N)c([N+](=O)[O-])c(NC2CCCCC2)n1 | 4 | 3 | 0 | 8.8* | 7 | 7 | 19 | 2 | 2
Cc1cc(C)c(S(=O)(=O)NCc2csc(C)n2)c(C)c1 | -6 | -5 | 11 | 1 | -9 | -16 | 11 | 1 | -6
Cc1nnc(SC(C)C(=O)Nc2ncc(Cl)cc2Cl)n1Cc1ccccc1 (stereo not drawn) | -2 | -7 | -4 | -4 | 6 | -28 | 19 | 1 | -1
O=C(NCc1ccccc1F)C(=O)NCC1CCCN1S(=O)(=O)c1cccs1 (stereo not drawn) | 4 | -3 | -3 | -2 | 4 | -2 | 6 | -12 | -2

Single values from the entries so far.
Result for Cc1cc(C)c(S(=O)(=O)NCc2csc(C)n2)c(C)c1 under SENP6 inh: -16
Result for CCN(CC)c1ccc(S(=O)(=O)N2CCOCC2)cc1NC(=O)c1cc(=O)c2ccccc2o1 under HKDC1 inhibitor: 9
Result for COc1ccc(S(=O)(=O)N(C)C[C@H]2Oc3ccc(NC(=O)Nc4ccc(C(F)(F)F)cc4)cc3C(=O)N([C@H](C)CO)C[C@@H]2C)cc1 under SENP1 FRET inh: -1
